Yp Topo-I inh = Yersinia pestis topoisomerase I inhibitors, primary screen, biochemical, cleavage product accumulation, plate reader, single point. DNA topoisomerase I (Yersinia pestis CO92). Y. pestis Topo-I cleavage product accumulation. activity, % at 10 µM. 360,000 tested, 0.064% active; in the data active = activity above about 50%, passing the limit was not always enough; note: inactives centre near 2
PriA SSB inh = inhibitors of Klebsiella pneumoniae PriA binding to SSB C-terminal tail, primary screen, biochemical, AlphaScreen; AlphaScreen SSBct-PriA binding, biotinylated peptide; 430,000 tested, 0.6% active; inhibition, % at 33 µM; PriA–SSB C-terminal tail interaction (Klebsiella pneumoniae); AID 1272365, 2023; in the data active = inhibition mostly above about 37%, no sharp cut-off; inactive = mostly below about 20%;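 note: plate controls were negative control peptide for no effect and reference peptide for full effect; strong numbers were not always called active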
PfHsp40 yeast = rescue of yeast from PfHsp40 toxicity, primary screen, S. cerevisiae, ATP luminescence | S. cerevisiae expressing PfHsp40, growth rescue | growth rescue, % at 12.5 µM | 340,000 tested, 0.68% active; in the data active = growth rescue above about 28%, passing the limit was not always enough;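 note: yeast W303a lacking pdr1 and pdr3 grown in galactose medium; growth measured after three days at 30 °C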
Vc quorum ag = inducers of Vibrio cholerae quorum light production without autoinducers, primary screen, BH1578 luxS cqsA deficient, single point; V. cholerae BH1578 lux reporter, luminescence, 6 h; activation, % at 18.7 µM; 350,000 tested, 0.16% active; AID 588436, 2011; in the data active = activation mostly above about 9.7%, no sharp cut-off; note: not every result past the cut was called active; inactives centre near 0; reference of the scale not given here
PrPC surface inh = inhibitors of human cell surface prion protein PrPC, primary screen, cell-based, TR-FRET; TR-FRET read-out; inhibition, % at 13.8 µM; 370,000 tested, 0.43% active; Major prion protein (Homo sapiens), P04156; in the data active = inhibition above about 24%; note: 0% = median of the test wells and 100% = reference compound wells
Anthrax LF inh2 = Bacillus anthracis LF protease inhibitors, primary screen, biochemical, multiplex microsphere, MLPCN library; Lethal factor (Bacillus anthracis), P15917; inhibition, % at 10 µM; multiplex microsphere protease cleavage assay; 360,000 tested, 0.12% active; note: plate controls were buffer without enzyme for full effect and enzyme alone for no effect
Target sequence (P15917 whole entry, looked up): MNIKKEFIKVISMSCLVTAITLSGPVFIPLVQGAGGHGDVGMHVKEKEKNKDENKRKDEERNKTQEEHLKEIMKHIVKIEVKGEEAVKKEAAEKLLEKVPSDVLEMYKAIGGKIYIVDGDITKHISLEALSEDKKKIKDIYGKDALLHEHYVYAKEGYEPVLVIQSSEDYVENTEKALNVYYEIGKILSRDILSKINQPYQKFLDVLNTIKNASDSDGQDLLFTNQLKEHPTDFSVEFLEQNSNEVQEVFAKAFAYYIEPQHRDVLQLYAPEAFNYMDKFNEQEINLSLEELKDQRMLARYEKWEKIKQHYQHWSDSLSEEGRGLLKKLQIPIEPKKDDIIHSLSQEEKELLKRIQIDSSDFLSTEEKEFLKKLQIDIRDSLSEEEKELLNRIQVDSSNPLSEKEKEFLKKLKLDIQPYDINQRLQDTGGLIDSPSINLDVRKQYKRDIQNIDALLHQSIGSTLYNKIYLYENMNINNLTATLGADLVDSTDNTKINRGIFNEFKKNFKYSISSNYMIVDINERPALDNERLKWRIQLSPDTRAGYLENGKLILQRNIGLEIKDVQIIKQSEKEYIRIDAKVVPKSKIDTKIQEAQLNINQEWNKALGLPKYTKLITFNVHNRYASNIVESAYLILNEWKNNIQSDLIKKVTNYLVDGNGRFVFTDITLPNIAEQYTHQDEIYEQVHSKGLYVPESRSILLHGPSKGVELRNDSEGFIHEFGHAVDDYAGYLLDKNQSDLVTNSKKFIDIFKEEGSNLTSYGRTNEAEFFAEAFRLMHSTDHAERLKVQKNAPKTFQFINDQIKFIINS
BoNT A protease = BoNT/A light chain protease inhibitors, primary screen, biochemical, flow cytometry, MLPCN library | Botulinum neurotoxin type A light chain protease (Clostridium botulinum A str. ATCC 3502) | multiplex microsphere protease substrate cleavage | inhibition, % at 10 µM | 360,000 tested, 0.17% active; note: plate controls were buffer without enzyme for full effect and enzyme alone for no effect
SARS 3CLpro inh = SARS-CoV 3CLpro protease inhibitors, primary screen, biochemical, quenched FRET | 290,000 tested, 0.14% active | AID 1706, 2009 | inhibition, % at 6 µM | Replicase polyprotein 1ab (Severe acute respiratory syndrome coronavirus), P0C6X7 | recombinant SARS-CoV 3CLpro, quenched FRET peptide cleavage; in the data active = inhibition above about 12%
TcdB GH inh = TcdB glycohydrolase inhibitors, primary screen, biochemical, single point, plate reader; Toxin B (Clostridioides difficile), P18177; TcdB glycohydrolase enzymatic assay; inhibition, % at 9.99 µM; 350,000 tested, 0.24% active; in the data active = inhibition above about 10%
Starred values were filed as active, the others as inactive; i = inactive; · = no result given. Cut-off read from the data, not from the text of the source, unless noted: active = inhibition above about 30%; inconclusive = no clear call, values can overlap the other calls; inactive = below that. Not all compounds are listed, so the mix of outcomes need not match the whole.

SMILES	Yp Topo-I inh	PriA SSB inh	PfHsp40 yeast	Vc quorum ag	PrPC surface inh	Anthrax LF inh2	BoNT A protease	SARS 3CLpro inh	TcdB GH inh
O=C1CC(c2ccccc2)(c2ccccc2)c2ccccc21	23	-17	1.9	-4.5	-7	-4	-0.7	·	1.0
CCN(C(=O)COC(=O)c1cccc(S(=O)(=O)NCc2ccccc2)c1)c1ccccc1	37	-4	1.1	i	-4	·	·	·	2.2
CC(=O)c1ccc(N2CCN(c3ccc(S(=O)(=O)N4CCN(C)CC4)cn3)CC2)cc1	5	-14	-0.4	·	2	1	0.0	3	·
O=C(NCCCN1CCC(Cc2ccccc2)CC1)C1CCN(S(=O)(=O)N2CCOCC2)CC1	12	-3	-0.6	2.6	-3	-3	-1.5	4	·
Cc1ccc(-n2nnnc2SCc2nnc(-c3ccccc3Br)o2)c(C)c1	43	-15	1.6	-7.1	9	0	0.3	3	0.8
Cc1ccccc1OCC(=O)NC(C)c1ccccc1 (stereo unspecified)	7	-6	-0.3	0.8	5	1	-0.2	0	0.0
COc1cc(NC(=O)CN(C)CCOc2ccccc2)c(C)cc1[N+](=O)[O-]	18	-6	-0.4	i	1	3	-12	-2	0.5
COc1ccccc1N(CCC#N)C(=O)CSc1nc(-c2ccccc2)cn1N	5	8	36*	29*	-2	2	-1.5	4	·
O=C1NC(=O)C(=Cc2ccc(-c3ccc(Cl)cc3)o2)C(=O)N1	3	-4	0.0	i	·	-2	0.0	6	·
Cc1ccccc1C(=O)Nn1cnc2ccccc2c1=O	4	-6	-0.4	0.4	-4	-1	0.1	3	1.0
COc1cc(CC(=O)OCC(=O)NCc2ccco2)cc(OC)c1OC	-3	3	0.1	-0.2	-3	1	0.2	·	1.4
Cc1cccc(N(C)C(=O)c2cc(S(=O)(=O)N3CCCC3)cn2C)c1	11	1	2.3	-0.2	5	3	0.0	-2	0.2

Reformatted: five of the compounds above
structure | Yp Topo-I inh | PriA SSB inh | PfHsp40 yeast | Vc quorum ag | PrPC surface inh | Anthrax LF inh2 | BoNT A protease | SARS 3CLpro inh | TcdB GH inh
CCN(C(=O)COC(=O)c1cccc(S(=O)(=O)NCc2ccccc2)c1)c1ccccc1 | 37 | -4 | 1.1 | i | -4 | · | · | · | 2.2
CC(=O)c1ccc(N2CCN(c3ccc(S(=O)(=O)N4CCN(C)CC4)cn3)CC2)cc1 | 5 | -14 | -0.4 | · | 2 | 1 | 0.0 | 3 | ·
O=C(NCCCN1CCC(Cc2ccccc2)CC1)C1CCN(S(=O)(=O)N2CCOCC2)CC1 | 12 | -3 | -0.6 | 2.6 | -3 | -3 | -1.5 | 4 | ·
Cc1ccc(-n2nnnc2SCc2nnc(-c3ccccc3Br)o2)c(C)c1 | 43 | -15 | 1.6 | -7.1 | 9 | 0 | 0.3 | 3 | 0.8
Cc1ccccc1OCC(=O)NC(C)c1ccccc1 (stereo unspecified) | 7 | -6 | -0.3 | 0.8 | 5 | 1 | -0.2 | 0 | 0.0

Additional structures follow:
SMILES	Yp Topo-I inh	PriA SSB inh	PfHsp40 yeast	Vc quorum ag	PrPC surface inh	Anthrax LF inh2	BoNT A protease	SARS 3CLpro inh	TcdB GH inh
C=CCN(C(=O)CC(NC(C)=O)c1ccccc1)c1nc(-c2ccc(S(C)(=O)=O)cc2)cs1 (stereo unspecified)	20	5	-1.6	-3.8	7	-8	-0.5	0	0.1
O=C(Nc1cc(C(F)(F)F)ccc1N1CCOCC1)c1ccc(Cl)nc1	-2	-14	0.5	i	-4	-1	0.3	-6	·
O=C(O)[C@@H]1CC(O)CN1C(=O)CCc1c[nH]c2ccccc12 (stereo partly specified)	-11	-1	-0.2	i	2	12	-0.8	-1	0.6
N#C/C(=C\c1cccnc1)c1ccccn1	-1	-1	-0.4	i	-17	9	-3.0	-2	-0.7
CCOc1ccc(N(CC(=O)Nc2cccc(OC)c2)S(=O)(=O)c2c(C)noc2C)cc1	15	8	0.8	-0.2	11	-5	-0.8	6	0.1
CC(=O)Nc1cncc(-c2ccccc2F)n1	1	·	·	1.2	0	0	-0.1	·	0.2
NC(=O)Cc1ccc2sc(-c3ccccc3)nc2c1	-1	2	-0.2	-0.5	3	-1	-0.3	-3	·
CSCC[C@H](NC(=O)COc1ccc(Cl)cc1)C(=O)N1CCC2(CC1)NCCc1[nH]cnc12	-5	-5	-0.5	-0.3	0	5	1.3	1	-0.3
C[C@@H]1CN(C(=O)c2cc(COc3cccc(C(F)(F)F)c3)on2)C[C@H](C)O1	-1	-22	-0.9	i	-1	1	-0.8	0	1.4
CS(=O)(=O)N(Cc1ccccc1)c1ccc(C(=O)N2CCN(c3cccc(Cl)c3)CC2)cc1	14	-5	0.1	-0.3	·	-8	-1.1	6	1.7
CC(C)NS(=O)(=O)c1ccc(OCC(=O)N2CCc3ccccc3C2)cc1	24	-12	-0.8	i	0	1	-1.3	3	1.2
CC(NCC(=O)Nc1ccccc1C(=O)NC1CC1)c1ccco1 (stereo unspecified)	3	-8	-0.8	i	4	-8	-4.9	·	0.4
O=C(c1cc(COc2ccc(F)cc2Cl)on1)N1CCc2sccc2C1	19	-5	-1.4	-3.8	6	-1	-1.5	4	1.4
Cc1ccc(/C=N/NC(=O)CNC(=O)COc2ccc(Cl)cc2)o1	2	·	-1.1	0.0	-2	-3	-0.2	-2	0.2
CCC(C(=O)NCCCN1CCN(C)CC1)n1nc(C)n2c(cc3occc32)c1=O (stereo unspecified)	0	1	-0.8	-0.2	-4	-1	0.8	8	-1.1
COc1cccc(CNCc2cccc(Br)c2)c1OC	18	2	0.2	0.0	-2	6	-0.5	4	0.2
COc1ccc(CCC(=O)OCC(=O)NCc2ccc(OC)c(OC)c2)cc1OC	5	-2	0.3	i	-7	·	·	·	0.4
CC(NC(=O)c1ccco1)C(=O)N1CCN(c2cccc(C(F)(F)F)c2)CC1 (stereo unspecified)	-5	-6	1.3	-0.4	-2	2	-0.6	·	-4.6
CCOC(=O)c1ccc(NC(=O)N2CCN(Cc3ccccc3)CC2)cc1	24	5	0.9	-2.0	-5	-1	0.0	3	-1.6
O=C(OCn1nnc2ccccc2c1=O)C1=COCCO1	-3	8	1.5	-0.2	-6	1	0.3	5	·
CC(=O)c1ccccc1NC(=O)c1cc(S(=O)(=O)N2CCOCC2)ccc1N1CCCC1	2	3	0.2	2.9	6	-1	0.5	·	1.2
O=C(CN1C(=O)NC2(CCCC2)C1=O)NCc1ccco1	-7	-5	-0.3	i	5	-4	-0.7	·	1.2
O=C(COC(=O)COc1ccccc1F)Nc1ccc2c(c1)OCO2	2	-11	-0.3	-3.7	2	-10	0.5	·	0.5
O=C(/C=C/c1cccc(Cl)c1)NCCc1ccccc1	9	-11	4.1	-0.2	2	-2	-0.5	-3	·
COc1ccc(CNS(=O)(=O)c2cc(CN3C(=O)c4cccnc4C3=O)ccc2OC)cc1	3	-5	-1.2	i	2	0	-0.6	1	1.4
Cc1c(C(=O)N2CCCCC2)c(S(=O)(=O)Nc2ccc(F)cc2F)c(C)n1C	-4	2	0.7	i	-2	4	0.5	-10	2.1
COC(=O)[C@@H]1[C@@H](C)N(Cc2ccccc2)C(=O)N[C@H]1c1cccc(C(F)(F)F)c1	17	-12	-0.4	-3.0	6	-5	0.2	·	1.7
COCc1cc(CNC(=O)C2CCC(=O)N(Cc3ccccc3F)C2)[nH]n1 (stereo unspecified)	2	-1	-0.8	i	3	2	4.6	2	-0.1
Cc1ccc(-c2nc3ccc(Cl)cn3c2Cc2ccsc2)cc1	·	·	·	·	1	16	7.2	·	-0.7
O=C(NCCN1CCOCC1)c1cccc(Br)c1	-7	-3	-0.8	-0.3	4	-8	-0.9	·	-3.0
CN1CCN(S(=O)(=O)c2cccc(C(=O)NC3CCCC3)c2)CC1	1	-1	-1.1	5.6	4	-1	3.7	·	0.8
Cc1cc(F)ccc1N1CCC(N2CCN(C)C(CCO)C2)CC1 (stereo unspecified)	1	-21	1.1	2.1	12	1	-1.2	1	0.6
COCCN1C(=O)N[C@@H](c2ccccc2)C(C(=O)OC)=C1C	5	-1	-0.3	2.1	3	2	0.6	7	1.6
COc1cccc(NC(=O)CN(C)C(=O)C2CCN(C(=O)c3ccccc3C)CC2)c1	-10	-2	-0.5	-5.6	-4	0	1.8	·	-0.2
O=C(COC(=O)Cn1cnc2ccccc21)Nc1ccc2c(c1)OCCO2	0	-3	0.0	i	-6	-1	0.1	-1	·
O=C(COC(=O)c1ccc([N+](=O)[O-])cc1Cl)NCc1ccco1	-2	5	-1.6	i	-16	-2	-0.6	·	0.4
CCOC(=O)N1CCN(C(=O)CN(c2ccc(OC)c(OC)c2)S(C)(=O)=O)CC1	-2	-1	0.1	i	-1	1	-1.4	4	·
CN(Cc1ccccc1)S(=O)(=O)c1ccc(Cl)c(C(=O)O)c1	5	1	1.6	i	0	0	0.0	2	1.0
O=C(CCCSc1nc2ccccc2[nH]1)NCc1ccco1	3	3	-1.7	2.2	3	-2	-0.9	1	·
O=C(O)c1ccc2c(c1)CCC2	5	-6	-0.2	i	-3	6	-1.6	2	1.2
COC(=O)c1cccc(NC(=O)CCCOc2cccc(C)c2)c1	9	-7	3.0	-0.4	-6	0	0.3	-4	·
O=C(NCc1cccs1)C1CC1	-2	17	-0.7	-0.9	-4	-2	0.4	0	1.3
Cc1ccc(CNC(=O)CSc2nccn(-c3ccc(C)c(F)c3)c2=O)cc1	0	-6	0.1	-0.3	-6	·	·	·	0.5
COc1ccc(NC(=O)CSc2ccc3ccccc3c2)cc1S(=O)(=O)N1CCCCC1	41	3	2.7	-0.3	13	0	1.5	8	0.7
CCCc1c(C)c(C#N)c2nc3ccccc3n2c1NCCCN1CCOCC1	-4	-11	-1.4	i	6	11	0.9	3	·
CCOC(=O)C1CCCN(CC(=O)Nc2c(C(=O)OC)[nH]c3ccc(C)cc23)C1 (stereo unspecified)	9	7	-2.7	i	5	-3	0.4	3	·
Nc1cc(=O)nc(SCC(=O)N2CCN(c3ccccc3)CC2)n1-c1ccc(F)cc1	7	-7	-1.2	-0.6	-5	0	-0.3	-4	0.5
CCOC(=O)C1CCCC12Nc1cccc3cccc(c13)N2 (stereo unspecified)	-2	15	-0.4	1.7	-1	-5	-0.1	·	0.6
S=c1[nH]nc(COc2cccc3ccccc23)n1Cc1ccccc1	13	-5	-0.7	0.5	0	-4	-2.3	1	0.9
C(=C\c1nc(-c2cccnc2)no1)/c1ccccc1	12	-6	-1.6	0.1	-6	-2	-0.3	-2	-0.8
CCOC(=O)/C=C1\SCC(=O)N1CC(=O)NC1CCCCC1	-2	-2	-0.7	-0.3	2	-1	-0.2	-2	-0.4
C/C=C/c1ccc(OCCSc2nc(C)cc(=O)[nH]2)c(OC)c1	4	-16	-0.7	i	7	-1	-5.8	3	·
O=C1N(CC(=O)N2CCc3ccccc32)CCN1Cc1ccccc1Cl	26	9	1.1	0.6	-2	-10	-0.4	1	·
O=C(COC(=O)CCCN=C1NS(=O)(=O)c2ccccc21)NNC(=O)c1ccccc1	6	-6	-1.2	-0.7	-4	-3	-4.2	·	1.4
C=CCN(CC(=O)O)S(=O)(=O)c1ccccc1C(F)(F)F	-3	0	-1.6	0.0	0	2	0.0	6	1.1
N#C/C(=N\Nc1ccccc1F)C(=N)N1CCCCC1	5	·	-0.1	i	2	-3	0.2	-1	·
Cc1ccc(S(=O)(=O)NC(C)C(=O)Nc2cccc([N+](=O)[O-])c2)cc1 (stereo unspecified)	-1	8	0.8	-0.9	-9	3	-0.3	0	-0.6
O=C(O)c1c(Cl)c(Cl)c(Cl)c(Cl)c1C(=O)N1CCCC1	2	-16	0.6	i	2	-5	0.7	0	·

Screens deposited in PubChem BioAssay by several laboratories.
